# Bioassay records deposited in PubChem BioAssay by several laboratories.
# Mcl1 Bid PPI: Mcl-1/Bid interaction inhibition. Q07820. TR-FRET Mcl-1/Bid-Dy647 peptide binding, 1536-well. inhibition, % at 21.7 µM. 220,000 compounds, 0.97% hits. AID 1021;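 active = compounds that cut the binding signal by more than half at the single screening dose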;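 note: His-tagged Mcl-1 with europium anti-His antibody binding Bid BH3 peptide; 0% = Mcl-1 plus peptide wells and 100% = peptide-only wells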
# Pf gametocyte: kills late stage P. falciparum gametocytes; 150,000 compounds, 0.065% hits; inhibition, % at 10.9 µM; AID 743093; P. falciparum stage V gametocytes, ATP luminescence, 24 h;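 active = inhibition above the mean plus 3 SD of compounds within the control limits, set per campaign, cut at about 38% in these data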;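 note: 0% = DMSO wells and 100% = medium only without gametocytes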
# Rab2 wt GTP: changes GTP binding to wildtype dog Rab2A, up or down; P61105; GST-Rab2 wt beads, Bodipy-GTP binding, flow cytometry; GTP binding activity, % at 10 µM; 190,000 compounds, 0.19% hits; AID 760;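 active = GTP binding activity at least 20 points away from 100%, either lowered or raised; inconclusive = signal likely due to the compound's own green fluorescence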;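 note: 0% = beads with excess unlabeled GTP and 100% = no-compound control corrected for plate trend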
# Mcl1-Noxa inh: Mcl-1/Noxa interaction inhibition | Q07820 | TR-FRET Mcl-1/Noxa peptide binding, 2 h | inhibition, % at 21.7 µM | 220,000 compounds, 1.5% hits | AID 1022;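 active = compounds that cut the protein-peptide binding signal by more than 50% relative to plate controls in a single-dose test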;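 note: His-tagged Mcl-1 with rhodamine Noxa BH3 peptide and terbium anti-His antibody; 0% = Mcl-1 plus Noxa peptide wells and 100% = peptide-only wells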
# Mcl-1 Bim block: inhibitors of Bim-Mcl-1 interaction, human; Q07820; Bead-based flow cytometry, Bim peptide-Mcl-1 binding; inhibition, % at 10 µM; 190,000 compounds, 0.1% hits; in the data active = inhibition above about 40%;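 note: 0% = no compound tracer wells and 100% = peptide blocker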
# Rac1 wt modul: modulators of human Rac1 wildtype GTP binding; P63000; GST-Rac1 beads, fluorescent GTP binding, flow cytometry; actives lie on both sides; 0 = cold GTP competed, 100 = untreated; GTP binding activity (% of control), % at 10 µM; 190,000 compounds, 0.27% hits;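 active = GTP binding activity at least 20 points away from the 100% control level, either lower or higher; inconclusive = compound flagged as likely green fluorescent, judged across all proteins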
# Rab7 wt GTP bind: alters GTP binding to wildtype dog Rab7; GTP binding activity (percent of control), % at 10 µM; 190,000 compounds, 0.055% hits; GST-Rab7 beads, fluorescent GTP binding, flow cytometry; actives lie on both sides; untreated = 100%, excess cold GTP = 0%; AID 758;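 active = fluorescent GTP binding to Rab7 beads changed by at least 20 points from the 100% baseline, either direction, mostly lower; inconclusive = compound itself probably fluorescent, or too few beads counted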;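 note: median green fluorescence of bound Bodipy-FL-GTP per Rab7 bead population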
# RGS8-Gao reg: regulators of human RGS8-Galphao interaction. P09471. multiplexed bead flow cytometry, RGS8-Galphao binding; actives lie on both sides. response (percent of control binding), % at 10 µM. 220,000 compounds, 0.34% hits. AID 1423; in the data active = response below about 60% or above about 140%; inactive = in between;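 note: Galphao activated as the GDP aluminium fluoride complex binding bead-coupled RGS8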
# Target sequence (P09471 whole entry, looked up): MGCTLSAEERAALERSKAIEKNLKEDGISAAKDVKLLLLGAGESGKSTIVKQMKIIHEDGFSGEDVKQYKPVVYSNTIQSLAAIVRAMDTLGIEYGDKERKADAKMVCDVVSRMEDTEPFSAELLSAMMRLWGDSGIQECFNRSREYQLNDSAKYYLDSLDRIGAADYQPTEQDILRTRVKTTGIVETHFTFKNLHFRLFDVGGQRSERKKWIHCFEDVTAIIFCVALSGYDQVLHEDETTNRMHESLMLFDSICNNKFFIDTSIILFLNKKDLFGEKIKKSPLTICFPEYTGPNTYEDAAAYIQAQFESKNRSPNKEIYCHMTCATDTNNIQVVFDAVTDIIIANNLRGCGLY
# Rac1 mut GTP: alters GTP binding to activated mutant human Rac1; P63000; GST-Rac1 activated beads, fluorescent GTP binding, flow cytometry; actives lie on both sides; 100% means binding = to untreated wells; percent activity (GTP binding), % at 10 µM; 190,000 compounds, 0.11% hits; AID 764;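 active = GTP binding at least 20 percentage points away from the 100% baseline, in either direction, so actives lie on both sides; inconclusive = Compound likely fluorescent itself, or too few beads counted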
# Cdc42 wt: human Cdc42 wildtype GTP binding change, either direction; 190,000 compounds, 0.2% hits; percent activity (GTP binding), % at 10 µM; GST-Cdc42 beads, Bodipy-GTP binding, flow cytometry; actives lie on both sides; AID 761;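 active = percent activity GTP binding at least 20 points away from the 100% baseline, either down as inhibitor or up as activator; inconclusive = compound flagged as likely green fluorescent from well-wide comparison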;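 note: median bead fluorescence of bound Bodipy-FL-GTP at 100 nM; 0% = excess unlabeled GTP control and 100% = no compound control; below 100% means less GTP binding so inhibitor and above means activator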
# Target sequence (P60953 whole entry, looked up): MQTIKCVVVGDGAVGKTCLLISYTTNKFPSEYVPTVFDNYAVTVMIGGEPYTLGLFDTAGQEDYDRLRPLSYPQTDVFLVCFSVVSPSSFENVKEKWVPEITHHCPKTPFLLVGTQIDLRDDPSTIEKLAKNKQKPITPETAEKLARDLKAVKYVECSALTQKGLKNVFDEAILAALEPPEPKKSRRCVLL
# HRas wt GTP bind: human HRas wildtype GTP binding, change in either direction; P01112; GTP binding activity, % at 10 µM; GST-Ras wt beads, Bodipy-FL-GTP binding, flow cytometry; actives lie on both sides; 190,000 compounds, 0.14% hits;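 active = GTP binding activity at least 20% away from the 100% baseline, either lowered as inhibitor or raised as activator; inconclusive = flagged as likely green fluorescent, judged across all proteins in the well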;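 note: 0% = unlabeled GTP competition control and 100% = no-compound control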
# Target sequence (P01112 whole entry, looked up): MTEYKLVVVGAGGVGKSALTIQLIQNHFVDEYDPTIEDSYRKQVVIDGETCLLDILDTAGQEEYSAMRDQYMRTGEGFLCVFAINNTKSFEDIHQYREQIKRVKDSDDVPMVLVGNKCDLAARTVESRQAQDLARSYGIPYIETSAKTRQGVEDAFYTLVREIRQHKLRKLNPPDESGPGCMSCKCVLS
# The depositor's hits bear a star; ? = inconclusive; · = no result given.
SMILES	Cdc42 wt	Rab2 wt GTP	Rab7 wt GTP bind	Mcl1-Noxa inh	Pf gametocyte	Mcl-1 Bim block	HRas wt GTP bind	Mcl1 Bid PPI	Rac1 wt modul	Rac1 mut GTP	RGS8-Gao reg
O=C(O)CCCC(=O)Nc1cccc(C(F)(F)F)c1	96	100	100	18	·	-5	97	-26	100	98	88
O=C1c2ccncc2C(=O)N1CO	100	101	103	18	-35	-5	105	-22	103	98	8.6*
Cc1cc(NC(CC(C)C)C(=O)O)nc(Cc2ccccc2)n1 (stereo not given)	98	96	99	10	·	-3	98	-2	96	95	105
CCc1ccc(N=CC2=C(O)CC(c3ccco3)CC2=O)cc1 (stereo not given)	102	100	101	-19	7	-1	103	-28	107	98	100
COc1ccc(-c2n[nH]c(=S)n2N)c(OC)c1	97	97	96	8	·	-7	97	-23	98	98	97
Cc1ccc(C(=O)N/N=C/c2ccc3c(c2)OCO3)o1	99	95	99	5	·	1	100	-31	104	99	103
CCCOc1cc(C)c(S(=O)(=O)n2nnc3ccccc32)cc1C	102	101	104	-3	·	1	104	-6	107	96	97
O=C(O)CCCC(=O)Nc1cc([N+](=O)[O-])ccc1O	101	97	106	20	11	-2	97	-18	100	95	99
Cn1c(=O)c2c(nc(CN3CCC(C(N)=O)CC3)n2CCc2ccccc2)n(C)c1=O	96	94	92	-3	-9	0	95	-21	97	99	102
CCc1cccc(NC(=O)CCC(=O)O)c1	107	99	100	9	-16	-3	99	-27	106	99	91
CC(C)c1ccc(Nc2ncccc2C#N)cc1	99	97	97	26	·	0	99	-8	97	97	93
CCCCn1c(=O)c(CCC(=O)OCC(=O)Nc2ccc(C)c(Cl)c2)nc2ccccc21	97	98	99	0	·	-3	100	0	101	98	100
CCCCC(CC)C1OCC(CN2CCCC2)O1 (stereo not given)	101	102	98	6	-9	-1	101	-4	99	99	103
CN1CCN(c2ccccc2NC(=O)c2cc(Br)ccc2Cl)CC1	101	101	101	17	2	-5	101	-50	101	99	99
CCC(=O)OCCn1c(=O)c2cc3c(=O)n(CCOC(=O)CC)c(=O)c3cc2c1=O	103	98	95	6	·	-3	100	4	102	100	98
CCCC(c1nnnn1CS(=O)(=O)c1ccc(C)cc1)N1CCN(CC)CC1 (stereo not given)	98	96	94	9	3	2	94	1	96	95	87
CC1(C)SC2c3ccccc3C(=O)N2[C@@H]1C(=O)NCc1ccco1 (stereo not given in full)	105	103	102	16	8	0	103	-22	109	104	100
N#CC(C(=O)NCc1ccco1)c1nc2ccccc2nc1N1CCOCC1 (stereo not given)	96	99	98	15	·	-13	100	13	98	97	101
COC(=O)c1ccccc1NC(=O)C1CCCCC1C(=O)O (stereo not given)	102	99	101	-16	5	2	102	5	106	98	101
CCC1CCCCN1CCCNC(=O)COc1cc(=O)n(C)c2ccccc12 (stereo not given)	100	102	103	13	18	-1	99	-42	108	100	96
Cc1nc2nc(SCC(=O)c3cccc([N+](=O)[O-])c3)[nH]c2cc1Br	101	96	101	7	·	-7	100	-30	101	97	101
c1ccc(-c2onc3c2CCCC3)cc1	?	·	?	6	8	·	?	-13	?	?	108
COc1ccccc1OCc1nc2ccccc2[nH]1	99	99	100	3	-7	-1	99	-27	104	100	104
O=C(c1cccs1)N1CCC(N2CCN(c3ccccc3)CC2)CC1	104	102	98	5	·	-1	101	-29	104	99	103
CC(=O)Nc1ccc(/C=N/NC(=O)c2cc3cc(C)ccc3nc2C)cc1	100	98	98	13	·	1	99	-1	101	97	103
O=C(Nc1ccc(O)cc1)c1ccc2c(c1)C(=O)N(Cc1ccco1)C2=O	99	99	98	45	·	-3	101	-61	114	100	93
O=C(NNC(=S)Nc1cccc2ccccc12)c1cccc(Br)c1	107	98	100	-76	·	-2	105	-144	108	99	86
CC(=O)OC[C@H]1O[C@@H](O/N=C/C[C@@H]2C=C[C@H](OC(C)=O)[C@@H](COC(C)=O)O2)[C@H](OC(C)=O)[C@@H](OC(C)=O)[C@@H]1OC(C)=O	100	96	96	-18	·	-5	98	-13	100	98	93
CN(CC(=O)Nc1cccc(F)c1)CC(=O)Nc1cccc([N+](=O)[O-])c1	101	101	97	-3	1	-1	102	9	105	99	97
Cc1ccc(SCCC(=O)Nc2ccccc2Br)cc1	97	96	97	5	17	1	96	-13	98	94	100
Cc1ccc2nc(SCc3cn4cccnc4n3)[nH]c2c1	106	100	101	1	-5	-3	101	-6	105	98	102
Cn1c(=O)[nH]c(=O)c2c1nc(N1CCN(c3ccccc3)CC1)n2CCSc1ncccn1	100	102	100	25	·	3	100	-22	103	99	102
CCNC(=S)NNC(=O)c1nn(C)c(C)c1Cl	95	97	96	6	-27	-2	94	-47	97	95	102
COc1ccc(C2C(C(C)=O)=C(C)Nc3ncnn32)cc1OC (stereo not given)	100	101	102	-3	-7	-1	100	-27	101	96	103
N#Cc1c(-c2c(Cl)cccc2Cl)noc1/C=C/Nc1ccc(C(=O)O)cc1	88	93	100	17	5	1	94	-4	91	91	107
CN1CCN(C(=O)c2ccc(COc3ccc(Cl)cc3Cl)cc2)CC1	101	100	99	10	·	-2	100	2	100	99	100

# Reformatted as labelled records: entries from further up.
CCCC(c1nnnn1CS(=O)(=O)c1ccc(C)cc1)N1CCN(CC)CC1 (stereo not given)
  Cdc42 wt = 98
  Rab2 wt GTP = 96
  Rab7 wt GTP bind = 94
  Mcl1-Noxa inh = 9
  Pf gametocyte = 3
  Mcl-1 Bim block = 2
  HRas wt GTP bind = 94
  Mcl1 Bid PPI = 1
  Rac1 wt modul = 96
  Rac1 mut GTP = 95
  RGS8-Gao reg = 87
CC1(C)SC2c3ccccc3C(=O)N2[C@@H]1C(=O)NCc1ccco1 (stereo not given in full)
  Cdc42 wt = 105
  Rab2 wt GTP = 103
  Rab7 wt GTP bind = 102
  Mcl1-Noxa inh = 16
  Pf gametocyte = 8
  Mcl-1 Bim block = 0
  HRas wt GTP bind = 103
  Mcl1 Bid PPI = -22
  Rac1 wt modul = 109
  Rac1 mut GTP = 104
  RGS8-Gao reg = 100

# Sorted by value in Mcl1-Noxa inh (high to low): 3 from the list above.
smiles | Mcl1-Noxa inh
O=C(Nc1ccc(O)cc1)c1ccc2c(c1)C(=O)N(Cc1ccco1)C2=O | 45
N#Cc1c(-c2c(Cl)cccc2Cl)noc1/C=C/Nc1ccc(C(=O)O)cc1 | 17
COc1ccc(C2C(C(C)=O)=C(C)Nc3ncnn32)cc1OC (stereo not given) | -3

# More records follow.
SMILES	Cdc42 wt	Rab2 wt GTP	Rab7 wt GTP bind	Mcl1-Noxa inh	Pf gametocyte	Mcl-1 Bim block	HRas wt GTP bind	Mcl1 Bid PPI	Rac1 wt modul	Rac1 mut GTP	RGS8-Gao reg
CCOC(=O)c1cc2sccc2n1CC(=O)OC	114	108	105	12	·	-1	112	6	115	108	102
O=C(COC(=O)C1=COCCO1)Nc1ccccc1OC(F)F	98	99	104	-5	15	1	99	-2	102	95	100
COCCNc1ccc(S(=O)(=O)N2CCCC2)cc1[N+](=O)[O-]	99	97	102	-2	17	0	98	5	102	98	101
Cn1c(=O)c2cc(S(=O)(=O)NC(C(=O)NCc3ccccn3)c3ccccc3)ccc2n(C)c1=O (stereo not given)	103	102	104	13	·	0	104	-20	102	100	100
CC(C)(C)[C@@H]1C=C(C(=O)N2CCN(Cc3ccccc3)CC2)O[C@H](OCCCCO)C1	99	99	104	12	·	-2	100	-2	97	97	101
O=C1CC(c2ccccc2)CN1C(=O)c1cncc(Br)c1 (stereo not given)	95	101	104	19	1	0	101	2	98	96	101
O=C1CN(c2ccccc2Cl)C(=O)CN1c1ccccc1Cl	103	102	100	-16	-5	-2	102	-3	101	102	101
COC(=O)c1nnn(CC(=O)NC(=O)Nc2c(C)cccc2C)c1C(=O)OC	103	101	97	26	-26	-2	103	6	106	99	103
CC(=O)c1cnc(Nc2nc(C)c3ccccc3n2)nc1C	?	?	?	16	·	-2	?	-16	?	?	97
COc1ccc(-c2cc(OC(=O)c3ccc(F)cc3)c3c(C)oc(C)c3c(=O)c2)cc1	101	102	105	3	·	-6	101	-57	107	98	99
CCCSc1oc(-c2ccco2)nc1S(=O)(=O)c1ccccc1	100	99	98	-3	·	-5	100	6	105	98	98
CCOC(=O)c1cc([N+](=O)[O-])sc1N	92	94	101	-23	7	2	93	-3	95	95	105
N#Cc1ccc(CSc2nnc(NC(=O)CN3C(=O)C4CC=CCC4C3=O)s2)cc1 (stereo not given)	98	98	97	19	·	0	100	-32	100	98	101
O=C(Nc1ccccn1)N1CCOCC1	104	101	101	12	-4	1	102	-7	107	100	95
CCCNC(=O)NCCC12CC3CC(CC(C3)C1)C2	98	99	103	17	1	-1	98	2	99	97	98
CC(C)NC(=S)N/N=C/c1ccc(N2CCOCC2)cc1	103	98	102	17	·	1	97	-28	101	99	103
COc1ccc(C(=O)Nc2cc(C(=O)NCCc3ccccc3)ccc2Cl)cc1	98	102	98	5	2	6	101	2	108	101	98
COc1ccc(NC(C)=O)cc1NC(=O)CN1CCN(C2c3ccccc3-c3ccccc32)CC1	94	94	91	0	0	0	96	10	97	96	98
CCCOc1ccc(-c2c(C(=O)N/N=C/c3ccc(OCC)cc3)nnn2-c2nonc2N)cc1	99	101	100	-1	·	-5	101	-22	102	101	103
CCOC(=O)CC1C(=O)NCCN1Cc1cccc(OC)c1 (stereo not given)	100	99	98	-7	·	-2	99	-18	99	99	101
O=C1c2c(O)cc(O)cc2O[C@@]12c1c(cc(O)c3c1O[C@H](c1ccc(O)cc1)[C@@H](O)C3)O[C@@H]2c1ccc(O)cc1	99	98	99	66*	·	-2	99	7	101	98	102
COc1ccc(OC)c(C(=O)CSc2nnc(-c3cccs3)o2)c1	105	102	101	-2	-3	-2	104	-43	104	98	98
Cc1ccc(S(=O)(=O)N2CCOCC2)cc1C(=O)NCc1ccco1	101	100	96	12	·	-8	99	-21	101	100	100
N#CC(C#N)=Cc1cc2ccccc2nc1N1CCOCC1	94	96	99	39	·	-4	96	-40	97	96	96
N#Cc1ccc(-c2csc(NC(=O)C3CC3)n2)cc1	100	101	99	-1	·	0	100	-24	103	99	102
